Screening results: PubChem, several laboratories
TRPC6 inhibitor: blocks the mouse TRPC6 cation channel. B-score at 10 µM. HEK293-TRPC6, membrane potential dye, ACh-evoked depolarization; stronger effect = lower value. AID 2553. Q61143. 310,000 compounds, 1.1% hits;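 active = B-score under library mean minus 3 SD, initial fluorescence not abnormally high, positive integrated signal ratio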;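 also: B-score derived from integrated fluorescence ratio over the kinetic read; more negative B-score means stronger inhibition of depolarization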
TRPC6 activator: mouse TRPC6 channel activation; Q61143; HEK293-TRPC6 membrane potential dye fluorescence; stronger effect = higher value; B-score at 10 µM; 310,000 compounds, 0.13% hits; AID 2550;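 active = B-score of the integrated fluorescence ratio above library mean plus 3 SD, and starting fluorescence ratio within library mean plus 5 SD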;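 also: higher score means more depolarization so channel activation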
HIF activator: HIF pathway transcriptional activation | U2OS HRE-luciferase reporter, luminescence; normalized: DMSO 0%, desferrioxamine 100% | activation, % at 7.5 µM (by protocol) | 300,000 compounds, 0.32% hits | AID 1910;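 active = mean activation of at least 10% of the iron chelator positive control signal, with at least half of replicates also reaching 10%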
TRPC4 PAM: allosterically enhances the mouse TRPC4 cation channel | Q9QUQ5 | HEK293 TRPC4beta/mu-opioid, DAMGO EC20, Fluo-4 Ca2+ flux; stronger effect = higher value | B-score at 10 µM | 310,000 compounds, 0.42% hits;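 active = B-score of calcium response area above 5 SD of library B-scores, with initial fluorescence ratio within 5 SD of library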;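 also: B-score of integrated fluorescence ratio over time as area under calcium response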
Target sequence (Q9QUQ5 whole entry, looked up): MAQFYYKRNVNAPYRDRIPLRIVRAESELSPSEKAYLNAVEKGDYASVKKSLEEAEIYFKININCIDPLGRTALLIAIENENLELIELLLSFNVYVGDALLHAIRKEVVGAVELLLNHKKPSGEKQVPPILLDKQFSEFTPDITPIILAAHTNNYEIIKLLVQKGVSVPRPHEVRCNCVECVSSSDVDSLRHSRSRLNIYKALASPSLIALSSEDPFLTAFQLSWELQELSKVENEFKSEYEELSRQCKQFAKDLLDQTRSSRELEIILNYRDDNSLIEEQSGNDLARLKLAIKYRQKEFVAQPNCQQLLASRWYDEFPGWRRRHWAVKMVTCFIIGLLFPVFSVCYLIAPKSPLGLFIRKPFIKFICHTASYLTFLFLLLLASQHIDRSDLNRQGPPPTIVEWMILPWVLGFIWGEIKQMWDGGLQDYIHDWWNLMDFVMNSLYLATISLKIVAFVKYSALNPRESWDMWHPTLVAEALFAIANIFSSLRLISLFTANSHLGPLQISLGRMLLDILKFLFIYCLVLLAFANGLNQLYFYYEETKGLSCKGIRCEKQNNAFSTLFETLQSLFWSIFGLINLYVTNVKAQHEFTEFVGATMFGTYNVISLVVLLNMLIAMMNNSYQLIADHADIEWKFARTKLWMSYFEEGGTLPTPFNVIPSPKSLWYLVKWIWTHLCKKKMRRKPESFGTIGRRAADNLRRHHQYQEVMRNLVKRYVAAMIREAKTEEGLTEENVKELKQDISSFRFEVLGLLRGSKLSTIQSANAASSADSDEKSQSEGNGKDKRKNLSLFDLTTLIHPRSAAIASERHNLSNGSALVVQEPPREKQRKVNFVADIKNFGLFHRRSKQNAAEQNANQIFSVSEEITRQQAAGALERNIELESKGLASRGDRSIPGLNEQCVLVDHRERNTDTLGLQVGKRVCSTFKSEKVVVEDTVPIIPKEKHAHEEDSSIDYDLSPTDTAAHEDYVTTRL
TRPC4 act: activators of mouse TRPC4 channel; Q9QUQ5; HEK293 TRPC4beta/mu-opioid, Fluo4 calcium fluorescence; stronger effect = higher value; B-score at 10 µM; 310,000 compounds, 0.49% hits;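 active = B-score above 5 SD of library B-scores, and initial fluorescence ratio not above library mean plus 5 SD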;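 also: positive B-score marks a calcium rise read as TRPC4 activation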
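System: HEK293 cells stably co-expressing mouse TRPC4beta and mu-opioid receptor; Schedule: Fluo4 dye loading 45 min at room temperature, 110 s recording; Detection: Fluo4 fluorescence, kinetic; Evaluation: B-scored integrated calcium fluorescence ratio; Controls: buffer (low) and maximal DAMGO (high).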
SKKanGAS inh: SKKanGAS growth inhibition. S. pyogenes SKKanGAS, kanamycin growth, BacTiter-Glo, 6 h. inhibition, % at 7.5 µM. 300,000 compounds, 1.3% hits;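 active = mean replicate score, as percent of positive control median, at least 50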;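 also: strain carries kanamycin resistance gene driven by streptokinase promoter and grows in 40 µg/ml kanamycin; loss of luminescence reflects streptokinase promoter inhibition or plain growth inhibition; 0% = median of DMSO wells and 100% = positive control at its reference dose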
TRPC4 block: TRPC4 (mouse) channel inhibition | HEK293 TRPC4beta/mu-opioid, DAMGO-evoked Fluo4 calcium flux; stronger effect = lower value | Q9QUQ5 | B-score at 10 µM | 300,000 compounds, 0.39% hits;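 active = B-score over 3 SD under the library average, no early fluorescence shift, positive overall ratio signal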
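Assay system: HEK293 cells with stable TRPC4beta plus mu-opioid receptor expression. Dosing: single dose. Measured by: Fluo4 Ca2+ flux fluorescence. Also added: DAMGO in two steps, submaximal then maximal. Read-out: B score from integrated Fluo4 fluorescence ratio.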
MrgX1 antag: human MrgX1 receptor antagonism, primary screen; Q96LB2; MRGX1-HEK293 calcium flux, Fluo-4, BAM8-22 antagonism; stronger effect = lower value; B-score at 10 µM; 310,000 compounds, 1.3% hits;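 active = calcium-response B-score plate-corrected more than 3 library SD below zero, starting fluorescence within 5 deviations, no agonist response on first addition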;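 also: peak minus trough fluorescence over baseline after final BAM8-22 challenge near maximal dose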
KLF5 inh: kruppel-like factor 5 inhibition; DLD-1 KLF5 promoter-luciferase reporter, luminescence; inhibition, % at 5 µM; 290,000 compounds, 0.23% hits; AID 1700;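 active = inhibition above a per-plate limit of that plate's mean compound inhibition plus 3 SD, cut at about 60% in these data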;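 also: 0% = DMSO wells and 100% = LY294002 at 200 µM; higher means less KLF5 promoter-driven luciferase light; inactives centre near -14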
aSyn 5UTR inh: MLPCN primary screen, SNCA 5' untranslated region | alpha-synuclein 5'UTR reporter, inhibitor activity | inhibition, % (tested at 7.5 µM) | 300,000 compounds, 0.82% hits; in the data active = inhibition above about 60%;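 also: H4 neuroglioblastoma cells stably carrying SNCA 5'UTR luciferase fusion; 0% = DMSO wells and 100% = positive control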
IEC-6 cytotox: counter-screen for KLF5 inhibitors: cytotoxicity in IEC-6 cells. AID 1825. IEC-6 cytotoxicity, luminescence viability. inhibition, % at 5 µM. 290,000 compounds, 0.78% hits; in the data active = inhibition above about 22%;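 also: 0% = plate median of test compound wells and 100% = cytotoxic reference compound wells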
* marks the source's active call; other numbers are inactive results; i = inactive; x = not tested or not shown.

SMILES	TRPC6 inhibitor	TRPC6 activator	HIF activator	TRPC4 PAM	TRPC4 act	SKKanGAS inh	TRPC4 block	MrgX1 antag	KLF5 inh	aSyn 5UTR inh	IEC-6 cytotox
COc1ccc(C(=O)Nc2ccc(NC(=O)c3ccccc3OC)nc2)cc1	i	i	0.1	i	i	18	i	i	-73	-96	0
Cc1ccc(-c2nc(CSCC(=O)N3CCN(C(=O)c4ccco4)CC3)c(C)o2)cc1	i	i	-0.3	i	i	-3	i	i	-24	15	-1
CCC(=O)Nc1nc2nc(C)cc(=O)n2[nH]1	i	i	-0.2	i	i	-5	i	i	-53	11	-2
O=C(CNC(=O)N1CC(=O)Nc2ccccc21)Nc1ccc(Cl)cc1	i	i	0.7	i	i	3	i	i	-7	2	-3
CCn1cc(/C=N\NC(=O)c2cc(-c3ccccc3OC)nc3ccccc23)c(C)n1	i	i	-1.1	i	i	0	i	i	-7	1	10
Cc1ccc2nc(-c3ccco3)c(Nc3ccccc3)n2c1	i	i	0.5	i	i	0	i	i	-65	-5	1
OC(COc1c(F)cc(Br)cc1F)CN1CCc2ccccc2C1 (stereo unspecified)	i	i	-0.4	i	i	0	i	i	-10	15	5
C#CCn1c(=NC(=O)c2ccc(S(=O)(=O)N3CCCc4ccccc43)cc2)sc2cc(S(N)(=O)=O)ccc21	i	i	-0.7	i	i	23	i	i	6	-44	4
COc1ccc2cc3cc(C(=O)NCCC(C)C)oc3nc2c1	i	i	-2.1	i	i	-7	i	i	-30	-27	0
Cc1ccc(C(C(=O)NC2CCCC2)N(Cc2ccc(F)cc2)C(=O)c2snc(C(N)=O)c2N)o1 (stereo unspecified)	i	i	1.4	i	i	7	i	i	-9	21	-1
O=S(=O)(c1cccc(-c2cn3cc(Cl)ccc3n2)c1)N1CCOCC1	i	i	-0.3	i	i	-9	i	i	6	17	4
Cn1c(N)c(C(=O)CCl)c(=O)n(Cc2ccccc2)c1=O	i	i	-5.0	i	i	1	i	i	8	-3	1
CCCc1ccc(Oc2c(-c3ccc(O)c(C)c3O)n[nH]c2C)cc1	i	i	-0.5	i	i	95*	i	i	-10	-20	0
CCN1/C(=C/c2sc(-c3ccccc3C)c[n+]2C)Sc2ccccc21	i	i	-0.9	i	i	6	i	x	63*	94*	34*
N/C(=N\OS(=O)(=O)c1ccc2ccccc2c1)c1ccncc1	i	i	-0.1	i	i	3	i	i	-5	12	0
COCCNC(=O)/C(C#N)=C/c1ccc(O)c([N+](=O)[O-])c1	i	i	-1.1	i	i	5	i	i	-28	3	5
Cn1c(C(=O)N2CCN(c3ccc(F)cc3)CC2)cc2ccccc21	i	i	0.2	i	i	9	i	i	-29	10	2
O=C(Cn1cncn1)N/N=C/c1cccnc1	i	i	0.1	i	i	0	i	i	-13	-12	0
Cc1c(C(=O)NCc2ccco2)sc2nc(-c3ccccc3)cn12	i	i	2.9	i	i	7	i	i	6	-83	15
Cc1cccc(S(=O)(=O)CC(=O)Nc2nc(-c3ccccc3)cs2)c1	i	i	-0.5	i	i	-1	i	i	-16	5	-1
COC(=O)COc1ccccc1C(N)=O	i	i	-0.2	i	i	-4	i	i	-12	20	8
CS(=O)(=O)c1ccc(-c2nnc(NC(=O)c3cccc(N4C(=O)CCC4=O)c3)o2)cc1	i	i	-0.2	i	i	2	i	i	x	2	x
Cc1nc(C)c(-c2csc(NCc3ccccc3)n2)s1	i	i	0.5	i	i	3	i	i	-16	-23	-5
CCOC(=O)N1CCN(Cc2nc(Cc3cccc(F)c3)no2)CC1	i	i	0.5	i	i	9	i	i	-5	-6	-2

Two compounds from above with just KLF5 inh.
Molecule | KLF5 inh
CCOC(=O)N1CCN(Cc2nc(Cc3cccc(F)c3)no2)CC1 | -5
O=S(=O)(c1cccc(-c2cn3cc(Cl)ccc3n2)c1)N1CCOCC1 | 6

Following part.
SMILES	TRPC6 inhibitor	TRPC6 activator	HIF activator	TRPC4 PAM	TRPC4 act	SKKanGAS inh	TRPC4 block	MrgX1 antag	KLF5 inh	aSyn 5UTR inh	IEC-6 cytotox
Cc1nc(C(C)NC(=O)c2cc(COc3ccc(C)c(C)c3)on2)c(C)s1 (stereo unspecified)	i	i	2.5	i	i	-6	i	i	-213	-82	-6
COc1ccc(S(=O)(=O)NC(CC(=O)N2CCc3ccccc32)c2ccco2)cc1 (stereo unspecified)	i	i	-0.1	i	i	-2	i	i	-5	30	-4
CC(C)c1ccc(NC(=O)C(c2ccccc2)N(Cc2ccco2)C(=O)CC2NC(=O)NC2=O)cc1 (stereo unspecified)	i	i	-0.1	i	i	-5	i	i	-24	8	-2
CC(=O)Nc1ccc(C2NC(=O)c3ccccc3O2)cc1 (stereo unspecified)	i	i	0.0	i	i	-18	i	i	7	-6	-2
CN(c1ccccc1)S(=O)(=O)c1ccc(Cl)nc1	i	i	0.1	i	i	-4	i	i	-12	4	2
CN(c1ccc(C(=O)Nc2ccccc2Sc2ccccc2)cc1)S(C)(=O)=O	i	i	0.7	i	i	3	i	i	-34	7	6
O=C(c1ccc(N2C(=O)c3ccccc3C2=O)cc1)N1CCCCC1	i	i	-20	i	i	-3	i	i	-31	-11	-4
Cc1ccccc1CN1CCNC(=O)C1CC(=O)NCCC1=CCCCC1 (stereo unspecified)	i	i	0.6	i	i	2	i	i	-39	-2	-7
C/C(=N\Nc1ccc(F)cc1F)c1cccs1	i	i	3.2	i	i	28	i	i	-29	-88	-3
Cc1ccc(N(CC(=O)NCC2CCCO2)C(=O)CCC(=O)Nc2nccs2)cc1 (stereo unspecified)	i	i	0.1	i	i	-3	i	i	-17	7	-3
O=C(Nc1ccccc1)Nc1cc(OCC(F)(F)F)cc(OCC(F)(F)F)c1	i	i	-1.0	i	i	52*	i	x	4	74*	13
Cc1onc(-c2ccccc2)c1C(=O)NNC(=S)NC(=O)c1ccc(Cl)cc1Cl	-5.8*	i	0.5	i	375*	80*	i	i	8	11	4
CCOn1c(-n2nc(C)cc2C)nc2ccccc2c1=O	i	i	0.1	i	i	0	i	i	-9	-20	-1
CCOC(=O)C1CCCN(S(=O)(=O)c2ccc3c(c2)N(C(C)=O)CCO3)C1 (stereo unspecified)	i	i	-0.2	i	i	2	i	i	-18	6	-3
O=C(/C(=C(/[O-])c1ccccc1)[n+]1ccccc1)c1ccc([N+](=O)[O-])cc1	i	i	0.0	i	i	-4	i	i	-17	-2	0
O=c1cc(C(F)(F)C(F)F)oc2ccccc12	i	i	0.1	i	i	2	i	i	11	27	8
COc1ccc(NC(=O)CC23CC4CC(CC(Br)(C4)C2)C3)c(OC)c1	i	i	1.1	i	i	0	i	i	-14	-13	3
Cc1cc2cc(CN(CC3CCCO3)C(=S)Nc3ccccc3)c(=O)[nH]c2cc1C (stereo unspecified)	i	i	2.5	i	i	11	i	i	-21	-1	0
O=C(Cn1[nH]c(=O)c2ccccc2c1=O)OCC(=O)c1ccc(Br)cc1	i	i	-0.3	i	i	-1	i	i	x	8	x
COc1ccc(NC(=O)CCC(=O)c2cccs2)cc1Cl	i	i	0.3	i	i	-1	i	i	-20	5	2
N#CC(C#N)=C1c2cc(S(=O)(=O)NCCO)ccc2-c2ccc(S(=O)(=O)NCCO)cc21	-5.2*	i	-0.3	i	i	-2	i	i	-4	3	5
COc1ccc(Cn2nnnc2C(CC(C)C)N2CCC(C(N)=O)CC2)cc1 (stereo unspecified)	i	i	-0.1	i	i	-5	i	i	12	13	6
CC[C@@]12C(=O)N(c3cccc(F)c3)C(=O)N1[C@H](c1ccc(OC)cc1)[C@@H]1C(=O)N(C(C)(C)C)C(=O)[C@@H]12	i	i	-0.8	i	i	3	i	i	x	0	x
N#Cc1c(N)nc2c(c1N)CC(CCl)O2 (stereo unspecified)	i	i	-0.4	i	i	0	i	i	-16	8	-6
CCOc1ncccc1C(=O)NNC(=O)c1ccc(NS(=O)(=O)c2cccs2)cc1	i	i	-1.2	i	i	5	i	i	x	19	x
C/C(=N\NC(=O)c1ccc(O)cc1O)c1cccnc1	i	i	0.1	i	i	9	i	i	-65	-10	0
Cc1ccc(NC2=NCC(=O)N2C2CCCC2)c(C)c1	i	i	-0.3	i	i	5	i	i	-6	9	2
Cc1cccc(NC(=O)Cn2nnc(C(=O)Nc3ccc(F)c(Cl)c3)c2N)c1	i	i	-0.3	i	i	-14	i	i	-6	7	1
COc1ccc(N(CC(=O)NCCC2=CCCCC2)S(=O)(=O)c2ccccc2)cc1OC	i	i	-0.9	i	i	-4	i	i	-20	-6	-8
Cc1ccc(C(=O)OCCc2c(C)[nH]n(-c3ccccc3)c2=O)cc1	i	i	-0.7	i	i	-7	i	i	-6	4	5
CCCN(CCC)C(=O)CSc1ncccc1C(=O)O	i	i	-0.2	i	i	2	i	i	-50	11	2
O=C(CCCn1c(=S)[nH]c2cc3c(cc2c1=O)OCO3)N1CCN(C2CCCCC2)CC1	i	i	-0.1	i	i	2	i	i	-36	7	-1
C=CCNC(=O)c1ccccc1NC(=O)c1ccc(Cl)c(S(=O)(=O)Nc2cccc(C)c2C)c1	i	i	-0.3	i	i	39	i	i	-2	44	-1
CC(C)c1nnc(NC(=O)C2CCN(C(=O)Nc3ccc(Cl)cc3)CC2)s1	i	i	0.6	i	i	-6	i	i	-24	4	0
Fc1ccccc1Cn1c2[n+](c3ccc(C(F)(F)F)cc31)CCCCC2	i	i	0.7	i	i	-5	i	i	-20	0	1
CC(C)C(=O)Nc1oc(-c2ccccc2)cc1C#N	i	i	-0.1	i	i	-30	i	i	-54	-17	-1
Oc1ccccc1/C=C/c1noc(-c2ccccc2O)n1	i	i	3.1	i	i	-4	i	i	-61	-218	-4
CN(C)CCNC(=O)C(=O)NCC1OCCCN1S(=O)(=O)c1cccs1 (stereo unspecified)	i	i	-0.5	i	i	-13	i	i	-3	20	-4
N#Cc1ccccc1S(=O)(=O)c1ccccc1C(=O)Nc1ccccc1	i	i	0.0	i	i	13	i	i	-37	3	-6
COc1ccc(O)c(C(=O)c2cnc3c(c2)c(C)nn3C)c1	i	i	0.1	i	i	1	i	i	-19	25	-7
S=C1NCN(Cc2cccnc2)CN1Cc1ccccc1	i	i	-1.2	i	i	-8	i	i	-15	0	-6
Cc1ccc2nc(-c3ccncc3)[nH]c2c1	i	i	3.3	i	i	-2	i	i	-172	-120	3
CCC(=O)NNC(=O)c1cc(COc2cc(Cl)cc(Cl)c2)on1	i	i	-0.9	i	i	-12	i	i	-17	-1	0
